# L929 necroptosis: L929 zVAD cell death inhibition. 220,000 compounds, 0.38% hits. L929 zVAD necroptosis rescue, ATP luminescence, 24 h; with zVAD 60 µM. viability rescue, % at 10 µM. AID 1377;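 active means activation, scaled between plate controls, above about 75%, limit read from the data; inactive means activation under that limit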;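 further: 0% = zVAD with DMSO and 100% = DMSO alone without zVAD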
# Runt-SMMHC FRET: inhibitors of human RUNX1 Runt domain binding to CBFb-SMMHC | 220,000 compounds, 0.74% hits | Cerulean-Runt/Venus-CBFb-SMMHC FRET ratio 530/480, 1 h | inhibition, % at 20 µM | Q01196+Q13951;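 active means mean inhibition across duplicate retests at 20 µM reaching about 50%, limit read from the data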;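 further: 0% = DMSO wells and 100% = wells with excess untagged CBFb-SMMHC; inhibitors lower the FRET ratio by blocking Runt binding to CBFb-SMMHC; some results filed as inactive read as strong as hits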
# Hck-Nef inh: human Hck-Nef kinase inhibition | P08631 | 220,000 compounds, 0.68% hits | inhibition, % at 20 µM | Recombinant Hck-YEEI plus Nef, Z-Lyte FRET kinase assay;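 active means Hck-Nef kinase inhibition above about 50%, limit read from the data; inactive means inhibition below that limit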;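 further: 0% = DMSO with Hck plus Nef and 100% = Hck alone without Nef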
# TNF necrop inh: inhibitors of TNF-alpha induced necroptosis in Jurkat FADD-/- cells | 220,000 compounds, 0.068% hits | Jurkat FADD-/- TNF necroptosis rescue, ATP luminescence, 24 h; 0 = TNF only, 100 = no-TNF cells | AID 463075 | activation (protection from cell death), % at 10 µM;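 active means activation, meaning protection from cell death, of at least 50% relative to plate controls; inactive means activation below 50%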;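 further: necroptosis triggered by 40 ng/mL TNF-alpha added together with compound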
# PGE2 EP2 inh: blocks the human prostaglandin E2 receptor EP2; C6 glioma cells expressing human EP2, cAMP TR-FRET; cells stimulated with saturating PGE2; AID 1422; P43116; 260,000 compounds, 0.52% hits; inhibition, % at 25 µM;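 active means percent inhibition above 40 after rounding to a whole number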;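 further: rat C6 glioma host cells with rolipram phosphodiesterase inhibitor present; the protocol text gives 20 µM as final concentration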
# Target sequence (P43116 whole entry, looked up): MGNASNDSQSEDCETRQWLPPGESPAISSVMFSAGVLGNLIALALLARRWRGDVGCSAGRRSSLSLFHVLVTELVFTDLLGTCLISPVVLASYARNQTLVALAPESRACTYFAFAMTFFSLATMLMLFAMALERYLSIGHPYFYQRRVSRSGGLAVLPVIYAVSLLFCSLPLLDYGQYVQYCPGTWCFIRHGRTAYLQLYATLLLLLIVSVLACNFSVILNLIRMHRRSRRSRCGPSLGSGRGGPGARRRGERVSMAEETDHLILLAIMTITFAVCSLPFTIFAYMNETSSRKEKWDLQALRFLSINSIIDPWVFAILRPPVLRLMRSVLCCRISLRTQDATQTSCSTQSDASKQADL
# RBBP9 inh: blocks human serine hydrolase RBBP9 | O75884 | recombinant RBBP9, FP-Rh probe fluorescence polarization | inhibition, % at 7.94 µM | 220,000 compounds, 0.2% hits;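 active means inhibition above the campaign mean of all tested compounds plus 3 SD, cut at about 14% in these data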;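 further: plate controls were DMSO wells with RBBP9 for no effect and wells lacking RBBP9 protein for full effect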
# Target sequence (O75884 whole entry, looked up): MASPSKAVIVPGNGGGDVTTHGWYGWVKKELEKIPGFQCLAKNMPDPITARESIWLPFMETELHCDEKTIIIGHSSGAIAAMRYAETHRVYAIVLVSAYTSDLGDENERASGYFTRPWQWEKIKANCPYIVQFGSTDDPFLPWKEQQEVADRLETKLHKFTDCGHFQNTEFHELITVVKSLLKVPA
#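 Controls: DMSO-treated enzyme wells and wells lacking RBBP9 | Material: RBBP9 protein | Technique: Fluorescence polarization | Replication: Single well per compound, no replicates | Buffer or medium: Tris-NaCl-Pluronic buffer, pH 8.0 | Timing: 30 min compound preincubation, 45 min probe labeling, 25 °C | Read-out basis: Percent inhibition from mP, scaled between DMSO and no-protein wells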
# Runt-CBFb FRET: Runt domain-CBFb interaction inhibition | Q01196+Q13951 | Cerulean-Runt/Venus-CBFb FRET ratio 530/480, 1 h | inhibition, % at 20 µM | 220,000 compounds, 0.46% hits;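 active means inhibition over about 50% at 20 µM in the single-dose screen, limit read from the data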;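 further: 0% = DMSO wells and 100% = excess unlabeled CBFb competitor control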
#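 Assay system: Cerulean-Runt domain fusion protein, energy donor; Signal: fluorescence energy transfer, 422 nm excitation, 530/480 nm emission; Timing: 1 h compound exposure, room temperature; Control set: unlabeled CBFb; Medium: Tris buffer pH 7.5 with salts and BSA; Compound: single test concentration of 20 µM, 1% DMSO final; Probe or stimulus: Venus-CBFb 100 nM.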
# EP2 mod: EP2 receptor (human) modulation. EP2-expressing cells, cAMP HTRF FRET, PGE2 co-stimulation. AID 940. induction, % at 25 µM. 260,000 compounds, 0.83% hits. P43116;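 active means compounds whose cAMP rise, as percent of the full-agonist control response, exceeds 60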;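 further: rat C6 glioma line stably carrying human EP2 under a CMV promoter; the protocol text gives 20 µM as final concentration; 100% = response of wells given 1 µM PGE2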
# PERK inh: blocks human PERK kinase; Q9NZJ5; CHO PERK-DD fusion, SEAP luminescence translation reporter; inhibition, % at 5.6 µM; 220,000 compounds, 0.17% hits; AID 1416;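 active means inhibition above the mean inhibition of all tested compounds plus 3 SD, set separately per screening campaign, cut at about 2.9% in these data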;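 further: PERK kinase domain activated by AP20187 dimerizer at 100 nM; 0% = DMSO with dimerizer and 100% = rapamycin at 8.4 µM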
# Numbers without * were called inactive; nt = no result given; & = joins results of further samples. This is a subset; rates above refer to the full screens.
No.	Compound	L929 necroptosis	Runt-SMMHC FRET	Hck-Nef inh	TNF necrop inh	PGE2 EP2 inh
1	Cc1ccc(C)c(S(=O)(=O)N2C(=S)NC(=O)C2CC(C)C)c1 (stereo unspecified)	0.4	-4	1	-0.8	6
2	COC(=O)C(C)Sc1snnc1-c1ccccc1 (stereo unspecified)	0.3	2	-2	0.2	12
3	C=CCn1c(=N)c(C(=O)NCCCOC)cc2c(=O)n3cccc(C)c3nc21	-0.4	61*	200*	-0.8	15
4	CCCOc1ccccc1N/C(=N\S(=O)(=O)c1ccc(C)cc1)Nc1nc(C)cc(C)n1	-0.2	nt	2	-2.1	7
5	O=S1(=O)N=C(SCCO)c2ccccc21	1.0	0	2	1.1	8
6	CCn1c(SCC(=O)NCc2ccccc2)nnc1-c1ccccc1O	-0.3	2	-8	0.8	8
7	CN1CCCN(C(=O)C2CCCCC2)CC1	1.4	-2	-4	0.6	2
8	Cc1cc(Sc2nc(NC(C)(C)C)nc(N3CCOCC3)n2)nc(Cl)n1	0.7	4	2	0.2	2
9	Cc1cccc(Cn2ncc(Cl)c(Cl)c2=O)c1	17	-2	1	-11	6
10	CC(C)(CC(=O)O)CC(=O)NCc1c(Cl)cccc1Sc1ccc(Cl)cc1	0.3	-1	17	1.5	9
11	O=C(/C=C/c1ccccc1)NCCSCc1ccccc1	0.3	-4	6	2.0	9
12	COc1ccc(CC(=O)NCC(=O)N/N=C(/C)c2ccco2)cc1	-0.1	2	5	-0.6	6
13	COc1ccc(C)cc1NC(=O)CN(c1ccc(F)cc1)S(C)(=O)=O	-0.4	4	1	0.3	8
14	CCOc1cc(/C=N/NC(=O)c2cccnc2)ccc1OCc1ccc(C(=O)OC)o1	-0.5	-1	13	0.0	6
15	O=C(Nc1nc(-c2ccc(F)c(F)c2)cs1)c1ccc(OCC2CCCO2)cc1 (stereo unspecified)	0.8	-7	6	-2.3	10

No.	RBBP9 inh	Runt-CBFb FRET	EP2 mod	PERK inh
1	-8	1	2	0.4
2	3	-1	13	0.9
3	-1	18	21	-1.0
4	-1	nt	nt	0.3
5	6	-2	25	0.7
6	2	1	23	-0.4
7	-9	-1	4	-0.6
8	-2	-2	41	0.6
9	3	0	36	1.3
10	-3	3	-36	0.2
11	2	-2	-57	0.0
12	7	nt	23	0.1
13	-5	-1	11	0.2
14	-5	1	-26	-0.6
15	-6	0	1	0.5

# Entries by screen from above:
# Compounds 4–8 in RBBP9 inh: -1, 6, 2, -9, -2
# Compounds 4–8 in PERK inh: 0.3, 0.7, -0.4, -0.6, 0.6
# Compounds 4–8 in TNF necrop inh: -2.1, 1.1, 0.8, 0.6, 0.2

# Going on with the list:
No.	Compound	L929 necroptosis	Runt-SMMHC FRET	Hck-Nef inh	TNF necrop inh	PGE2 EP2 inh
16	CC(C)(C)C(=O)Nc1ccc(C(=O)Nc2cccnc2)cc1	0.3	-2	-11	0.7	8
17	CC(=O)c1cccc(NC(=O)Nc2cc3sccc3n2C)c1	2.0	2	14	2.1	12
18	Cc1ccc(SCCn2nc(C(=O)O)c3ccccc3c2=O)cc1	0.1	2	12	1.1	5
19	COc1cc(OC)cc(C(=O)NC2CC3CCC(C2)N3Cc2ccco2)c1 (stereo unspecified)	0.1	4	2	-0.5	7
20	CSc1ccc(C(=O)C2CCCN(C(=O)c3ccc4c(c3)no[n+]4[O-])C2)cc1 (stereo unspecified)	2.6	1	16	-2.5	6
21	O=C(CSc1nnc2ccccn12)NCCc1ccc(F)cc1	-0.1	-17	19	-0.1	6
22	CCC(=O)Nc1ccc(Br)cn1	33	-1	19	1.7	8
23	CC(Nc1cc(=O)n(C)c(=O)n1C)c1ccccc1 (stereo unspecified)	1.7	2	-2	1.9	7
24	CC(/C=N/NC(=O)c1cc(-c2ccc(C)o2)[nH]n1)=C\c1ccccc1	2.9	-15	1	-0.1	10
25	COc1ccc(/C=N/NC(=S)Nc2ccccc2)cc1COc1ccc(F)cc1	1.6	0	5	1.8	9
26	Cc1cccc(COCC(Cc2ccccc2)N2CCN(C(=O)c3cccc(Cl)c3)CCC2=O)c1 (stereo unspecified)	0.3	-2	-2	3.6	6
27	O=[N+]([O-])c1ccccc1/C=N/n1c(C2CCCCC2)n[nH]c1=S	0.5	16	0	1.3	7
28	Nc1ccc2nn(-c3cccc4ccccc34)nc2c1	0.6	-17	5	-15	13
29	C/C(=C/CCC(C)C1CCC2(C)C3CCC4C(C)(C)C(=O)CCC4(C)C3=CCC12C)C(=O)O (stereo unspecified)	2.0	1	26	2.0	21
30	CCOC(=O)C1CCN(C(=O)Cc2cccs2)CC1	-0.2	-6	0	-1.1	7

No.	RBBP9 inh	Runt-CBFb FRET	EP2 mod	PERK inh
16	-12	0	-5	0.7
17	0	10	-18	0.2
18	1	-4	-3	0.5
19	-1	0	-65	-1.4
20	-10	1	-29	-1.8
21	-13	1	24	0.5
22	-5	-1	23	0.7
23	-3	0	17	0.2
24	-9	-44	7	0.9
25	-4	-1	-16	1.5
26	-2	-6	37	-0.1
27	-5	20	38	0.2
28	-7	0	-42	1.0
29	nt	0	8	nt
30	-6	-2	3	1.0

# Going on with the list.
No.	Compound	L929 necroptosis	Runt-SMMHC FRET	Hck-Nef inh	TNF necrop inh	PGE2 EP2 inh
31	O=C(CC1CCOCC1)Nc1ccc(Cl)c(Cl)c1	0.9	-1	17	-0.3	6
32	Cc1nc(N2CCOCC2)c2c(C)c(C(=O)Nc3ccc(F)cc3Cl)sc2n1	2.0	-1	17	1.5	9
33	Cc1ccccc1NC(=O)/C(C#N)=C\c1cc(C)n(-c2ccc(C(=O)O)cc2)c1C	-0.8	-3	36	4.0	3
34	Nc1cc(N)nc(SCCOc2ccccc2F)n1	1.5	-3	-10	-1.1	8
35	COCCNC(=O)c1cnn2c(C(F)F)cc(-c3ccccc3)nc12	0.7	1	20	0.4	7&8
36	O=C(O)c1ccccc1N1C(=O)C2C3c4ccccc4C(Br)(c4ccccc43)C2C1=O (stereo unspecified)	-2.9	-7	18	-0.6	7
37	O=C(c1cc2c(s1)CCCC2)N1CCN(Cc2ccc3c(c2)OCO3)CC1	0.1	2	-1	0.2	10
38	O=c1c(Cc2ccccc2)c(O)c2cccc3c4c(n1c23)CCCC4	-0.2	4	14	2.4	13
39	CNC(=O)C(C)NS(=O)(=O)c1ccc(F)cc1 (stereo unspecified)	0.2	-1	4	1.9	7
40	O=C(O)c1cccc(S(=O)(=O)N2CCOCC2)c1	0.9	-2	-1	-0.7	3
41	O=C(Nc1ccccc1)c1ccc2nc(-c3ccco3)c(-c3ccco3)nc2c1	0.5	-31	10	2.0	9
42	COc1ccc(S(=O)(=O)N2CCSC2c2ccc(N)cc2)cc1 (stereo unspecified)	-0.4	1	1	-4.8	6
43	Cc1c(Br)c([N+](=O)[O-])nn1CC(=O)NCc1ccccn1	0.1	-4	-1	1.1	1
44	O=C(Nc1ccc(F)cc1F)N1CCN(CCc2ccccc2)CC1	0.3	3	19	1.7	9
45	CSc1nc(N)c(C#N)c(-c2ccccc2Cl)c1C#N	0.4	2	5	-4.8	6
46	FCCCOc1ccc(CN2CCN(c3ccccc3F)CC2)cc1	-0.6	1	2	0.4	8

No.	RBBP9 inh	Runt-CBFb FRET	EP2 mod	PERK inh
31	-13	2	-19	1.9
32	-4	-10	-20	0.9
33	-7	3	-28	0.7
34	-6	2	16	-0.3
35	-7	27	-1&15	0.5
36	4	0	15	0.4
37	-6	-4	-50	-1.6
38	-7	26	5	1.2
39	6	1	3	0.8
40	-9	0	31	0.5
41	8	1	-15	0.3
42	-11	-1	-20	0.0
43	4	1	26	1.0
44	-1	1	-2	0.7
45	-3	-3	30	0.9
46	-3	-1	-7	1.3

# Entries shown so far with an aryl thioether with sulfur outside any ring (9):
No.	Compound	L929 necroptosis	Runt-SMMHC FRET	Hck-Nef inh	TNF necrop inh	PGE2 EP2 inh
2	COC(=O)C(C)Sc1snnc1-c1ccccc1 (stereo unspecified)	0.3	2	-2	0.2	12
6	CCn1c(SCC(=O)NCc2ccccc2)nnc1-c1ccccc1O	-0.3	2	-8	0.8	8
8	Cc1cc(Sc2nc(NC(C)(C)C)nc(N3CCOCC3)n2)nc(Cl)n1	0.7	4	2	0.2	2
10	CC(C)(CC(=O)O)CC(=O)NCc1c(Cl)cccc1Sc1ccc(Cl)cc1	0.3	-1	17	1.5	9
18	Cc1ccc(SCCn2nc(C(=O)O)c3ccccc3c2=O)cc1	0.1	2	12	1.1	5
20	CSc1ccc(C(=O)C2CCCN(C(=O)c3ccc4c(c3)no[n+]4[O-])C2)cc1 (stereo unspecified)	2.6	1	16	-2.5	6
21	O=C(CSc1nnc2ccccn12)NCCc1ccc(F)cc1	-0.1	-17	19	-0.1	6
34	Nc1cc(N)nc(SCCOc2ccccc2F)n1	1.5	-3	-10	-1.1	8
45	CSc1nc(N)c(C#N)c(-c2ccccc2Cl)c1C#N	0.4	2	5	-4.8	6

No.	RBBP9 inh	Runt-CBFb FRET	EP2 mod	PERK inh
2	3	-1	13	0.9
6	2	1	23	-0.4
8	-2	-2	41	0.6
10	-3	3	-36	0.2
18	1	-4	-3	0.5
20	-10	1	-29	-1.8
21	-13	1	24	0.5
34	-6	2	16	-0.3
45	-3	-3	30	0.9

# From PubChem
